Compound activity: PubChem, National Center for Advancing Translational Sciences (NCATS)
GLP1R ag – GLP-1 receptor (human) agonism. 380,000 tested, 0.007% active. HEK293 GLP-1R CRE-luciferase, luminescence, 4-6 h; cells express a hypersensitive GLP-1R form. Potency, µM (top dose mostly 45.6 µM), for the others: at the top dose activation, hits mostly activators; note: potency is the fitted concentration of half-maximal effect; % of control where 0% means no effect
Target sequence (P43220 whole entry, looked up): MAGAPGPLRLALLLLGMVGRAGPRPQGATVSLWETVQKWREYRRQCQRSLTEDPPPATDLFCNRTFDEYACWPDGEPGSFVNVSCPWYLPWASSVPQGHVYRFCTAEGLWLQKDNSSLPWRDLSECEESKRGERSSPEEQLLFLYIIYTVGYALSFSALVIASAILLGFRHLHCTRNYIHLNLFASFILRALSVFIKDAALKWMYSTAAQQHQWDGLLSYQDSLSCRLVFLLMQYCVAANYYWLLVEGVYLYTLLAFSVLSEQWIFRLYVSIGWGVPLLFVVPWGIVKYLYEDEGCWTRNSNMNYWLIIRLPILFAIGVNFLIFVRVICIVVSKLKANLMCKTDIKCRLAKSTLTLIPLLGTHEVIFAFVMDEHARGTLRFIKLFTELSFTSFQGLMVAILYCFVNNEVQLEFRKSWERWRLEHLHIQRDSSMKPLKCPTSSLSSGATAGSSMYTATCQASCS
D3 ag – activates the human D3 dopamine receptor; P35462; D3R DiscoveRx beta-arrestin cells, luminescence, 90 min; max activation, %; 410,000 tested, 0.58% active; in the data active = max activation above about 30%; note: 0% is about no effect; mostly tested at two doses, the higher about 12 µM
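Agonist-mode cell screen: cells plated at 1500/well and incubated overnight at 37 °C, then exposed to library compounds for 90 min at 37 °C. Detection reagent was added for 30–60 min at room temperature, and luminescence was read.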
GLP-1R inv ag – inverse agonists of human GLP-1 receptor; P43220; Potency, µM (doses to about 38.3 µM), for the others: at the top dose activity change, negative = inhibition, most hits filed as inhibitors; HEK293 GLP-1R CRE-luciferase, luminescence, 24 h; GLP-1R form is constitutively active; 410,000 tested, 1.6% active; AID 624417; note: potency is the fitted concentration of half-maximal effect; % is set by controls: 0 for no effect and ±100 for the full control effect; nearly all actives have a fitted effect of over 55% in size
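HEK293 cells stably co-expressing a cAMP-responsive luciferase reporter and constitutively active GLP-1R were seeded, incubated 12 h, then exposed to compounds for 24 h at 37 C. Luminescence was read 12 min after detection reagent; inverse agonists lower signal.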
IL-2 act – IL-2 activation; IL-2 activation reporter assay, cell-based qHTS; stimulated with anti-CD3/CD4/CD28 beads; in transgenic mouse T cells; activation, % (series mostly up to about 46 µM); AID 652025; 360,000 tested, 0.065% active; in the data active = activation above about 50%; inconclusive = mostly about 30% to 49%; note: 0% is about no effect
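Readout: EGFP and DsRed signals by fluorescent plate cytometry. Unstimulated transgenic mouse T cells received compound 60 min before antibody-bead stimulation, then incubated 18 h at 37 degrees C.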
PLK1 PBD block – PLK1 (human) polo-box domain binding inhibition. P53350. Plk1 PBD binding of FITC phosphopeptide, fluorescence polarization. Potency, µM, for the others: max response, negative = inhibition, actives largely listed as inhibitors. 360,000 tested, 2.8% active. AID 720504; note: potency is the fitted concentration of half-maximal effect; series mostly up to about 57 µM; % is set by controls: 0 for no effect and ±100 for the full control effect; nearly all actives have a fitted effect of over 65% in size
Target sequence (P53350 whole entry, looked up, the tested form may be a part): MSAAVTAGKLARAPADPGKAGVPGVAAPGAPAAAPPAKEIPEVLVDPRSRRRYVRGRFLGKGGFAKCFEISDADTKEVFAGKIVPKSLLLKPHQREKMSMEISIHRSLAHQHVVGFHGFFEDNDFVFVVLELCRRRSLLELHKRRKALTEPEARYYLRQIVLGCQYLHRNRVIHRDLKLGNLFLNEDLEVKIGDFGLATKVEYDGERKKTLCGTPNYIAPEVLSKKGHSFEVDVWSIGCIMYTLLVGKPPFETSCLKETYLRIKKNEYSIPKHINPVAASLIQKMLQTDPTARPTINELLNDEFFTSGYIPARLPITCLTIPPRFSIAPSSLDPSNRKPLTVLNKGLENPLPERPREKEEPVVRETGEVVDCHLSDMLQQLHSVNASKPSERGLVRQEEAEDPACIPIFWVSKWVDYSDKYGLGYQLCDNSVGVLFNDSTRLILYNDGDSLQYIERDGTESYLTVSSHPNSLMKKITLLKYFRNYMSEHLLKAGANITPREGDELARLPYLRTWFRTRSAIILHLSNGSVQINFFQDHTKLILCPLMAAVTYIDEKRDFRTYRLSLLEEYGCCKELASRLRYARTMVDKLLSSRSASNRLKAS
GLP1R cytotox – cytotoxic in the GLP-1 receptor inverse agonist counter-screen | HEK293 cAMP-luciferase reporter cells, luminescence, 24 h | Potency, µM (highest dose often 38.3 µM), for inactives: top-dose activity change, negative = inhibition, actives largely listed as inhibitors | 410,000 tested, 0.13% active | AID 624418;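 note: loss of luciferase light is scored as toxicity; potency is the fitted concentration of half-maximal effect; % is set by controls: 0 for no effect and ±100 for the full control effect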
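Luminescence readout: signal drop marks cytotoxicity. Plated cells grew 12 h at 37 °C, 5% CO2, received 23 nL compound for 24 h, then got luciferase reagent, read after 12 min at RT.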
D3 antag – blocks the human D3 dopamine receptor; D3R cells, DiscoveRx beta-arrestin luminescence, antagonist mode; hits give low values; max response, negative = inhibition, %; AID 652054; P35462; 360,000 tested, 2.5% active; in the data active = max response below about -50%; inconclusive = no clear call, values can overlap the other calls; note: % is set by controls: 0 for no effect and ±100 for the full control effect; mostly tested at two doses, the higher about 12 µM
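Cells plated overnight at 1500 cells/well, then exposed to library compounds with dopamine controls for 90 minutes at 37 degrees C. DiscoveRx reagent added for 30–60 minutes at room temperature; luminescence read, quantitative HTS format.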
WRN inhibitor – blocks human WRN helicase. AID 651768. Q14191. Potency, µM (doses to about 114 µM), for inactives: at the top dose activity change, negative = inhibition, usual class: inhibitors. 360,000 tested, 0.46% active. WRN helicase unwinding, fluorescent forked duplex, kinetic; note: potency is the fitted concentration of half-maximal effect; % is set by controls: 0 for no effect and ±100 for the full control effect; nearly all actives have a fitted effect of over 55% in size
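Kinetic red-fluorescence monitoring (525/598 nm) tracks WRN helicase activity after 100 nM fluorophore-quencher forked duplex and 2 mM ATP are added to 20 nM enzyme pretreated 15 min at room temperature with compound.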
PI5P4Ka inh – PI5P4K alpha (human) kinase inhibition; AID 652105; PI5P4Kalpha enzyme, ADP-Glo luminescence, 60 min; hits give low values; P48426; 330,000 tested, 1.2% active; max response, %; active = max response of -50% or lower; inconclusive = between -30% and -50%; inactive = -30% or higher; note: value at the top dose of about 77 µM; % is set by controls: 0 for no effect and ±100 for the full control effect
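Luminescence from ADP-Glo served as readout of PI5P4Kalpha activity in a qHTS format. Reaction: enzyme, substrate, compound, ATP at 5 microM final, 60 min at RT.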
An asterisk follows results filed as active; ? = inconclusive; / = not tested or not shown; [ ] = dose if it differs, or a comment. Unless noted, calls come from the whole dose curve; as a rule, active = well fitted curve in the direction sought with a large enough effect; inconclusive = small, poorly fitted or top-dose-only effect, or another doubt; inactive = no such curve, though single readings can be large; an effect the other way counts as inactive or inconclusive. An unsorted share of the library, and some 7.8% of all compounds hit somewhere here.

SMILES	GLP1R ag	D3 ag	GLP-1R inv ag	IL-2 act	PLK1 PBD block	GLP1R cytotox	D3 antag	WRN inhibitor	PI5P4Ka inh
Cc1ccc(S(=O)(=O)Nc2ccc(O)c3ccccc23)c(C)c1	0%	-13	0%	-1.4	4.2µM*	?	-53*	50µM*	-16
CCOc1ccc(C(=O)NCC(C)CN(C)C)cc1OCC (centres undefined)	8%	0	-4%	-1.7	-3%	30%	-30	-7%	10
Cc1ccc(S(=O)(=O)N2CCN(C(=O)CSc3ccccn3)CC2)c(C)c1	5%	-11	-30%	-4.2	?	27%	-15	2%	-4
COc1ccc(N2CCN(CC(=O)NC(=O)NCc3ccccc3)CC2)cc1	0%	3	0%	-0.6	-1%	12%	4	-1%	3
Cc1cc(=O)oc2cc(NC(=O)CCOc3ccccc3)ccc12	16%	-18	8%	-0.7	-14%	9%	?	-35%	-6
O=C1CN(C(=O)CSc2ccc(-c3ccc(F)cc3)nn2)c2ccccc2N1	0%	-13	9%	-4.6	-8%	8%	-11	-34%	-21
NS(=O)(=O)c1ccc(NC(=O)c2ccc(F)cc2F)c(NC(=O)c2ccc(F)cc2F)c1	16%	2	-10%	-0.8	-2%	4%	-5	-15%	2
Cc1cc(=O)nc2c3ccccc3n(CC(=O)NCCCN3CCCCC3C)n12 (centres undefined)	12%	-1	12%	-0.8	-16%	-8%	-8	-5%	0
CCCCOC(=O)C1CCCC(C)N1 (centres undefined)	6%	-3	0%	0.0	-7%	5%	-15	3%	/
O=[N+]([O-])c1ccccc1S(=O)(=O)Nc1ccc2c(c1)OCCO2	-2%	11	6%	1.5	1%	1%	2	3%	0
N/C(=N\NC(=O)c1ccc(F)cc1)c1cc2ccccc2oc1=O	-4%	-1	-11%	1.0	-19%	15%	-13	-35%	-22
O=C(O)Cn1c(SCc2ccccc2)nc2ccccc21	25%	4	21%	0.5	-3%	10%	-53*	-1%	0
Cc1ccc(NC(=O)C(c2ccccc2)N2CCN(CC(=O)N3CCOCC3)CC2)cc1Cl (centres undefined)	-4%	2	-14%	0.0	-14%	-12%	-14	-12%	-1
CC1CCN(C(=O)CCc2nnc(-c3ccccc3)o2)CC1	4%	-8	25%	-1.6	-16%	-3%	-13	4%	0
Cc1ccnc(NC(=O)c2cccs2)c1	-1%	-11	-20%	-0.3	-9%	0%	-11	-14%	-12
O=C(Nc1cccnc1)OC1CCCCC1	10%	4	1%	-1.3	-8%	14%	6	-3%	1
O=C(Cn1nnc2ccccc21)N/N=C/c1ccco1	5%	8	13%	-0.8	-5%	6%	9	-4%	0
CCOc1ccc(N(C(=O)c2ccccc2Cl)C2=NC(C)(C)CS2)cc1	13%	-6	?	-3.4	-1%	-1%	-14	-36%	-6
Cc1ccc(NC(=O)COC(=O)Cc2ccccc2)cc1S(=O)(=O)N1CCOCC1	0%	7	9%	-0.3	-6%	-14%	10	-10%	-7
O=C(CNS(=O)(=O)c1ccc(Br)cc1Cl)OCC(=O)N1CCCC1=O	-5%	-13	2%	-0.8	1%	3%	?	-5%	8
COc1ccc(NC(=O)NCc2ccncc2)c(OC)c1	1%	-7	4%	0.1	-9%	3%	-26	1%	1
CN1OC[C@@H]2C(=O)N3CCc4c([nH]c5ccccc45)[C@@H]3C[C@@H]21	-3%	-2	13%	-1.4	-7%	58%[activator]	2	0%	-18
Cc1cccc(CNS(=O)(=O)c2ccc(-c3ccc(=O)[nH]n3)s2)c1	18%	-2	99%[activator]	-4.1	24µM*	4%	0	-10%	1
CCOC(=O)[C@]12CCC=C1N(Cc1ccc3c(c1)OCO3)C(=O)[C@H](CC(=O)NCC1CCCCC1)C2	-1%	0	?	0.0	-2%	4%	-3	-6%	11
CSc1nnc(CNC(=O)c2ccccc2)n1-c1ccc(F)cc1	9%	-4	2%	3.1	-3%	2%	1	1%	5

Part of the list above, with values under each structure:
Results follow in this order: GLP1R ag | D3 ag | GLP-1R inv ag | IL-2 act | PLK1 PBD block | GLP1R cytotox | D3 antag | WRN inhibitor | PI5P4Ka inh
O=C1CN(C(=O)CSc2ccc(-c3ccc(F)cc3)nn2)c2ccccc2N1
 : 0% | -13 | 9% | -4.6 | -8% | 8% | -11 | -34% | -21
NS(=O)(=O)c1ccc(NC(=O)c2ccc(F)cc2F)c(NC(=O)c2ccc(F)cc2F)c1
 : 16% | 2 | -10% | -0.8 | -2% | 4% | -5 | -15% | 2
Cc1cc(=O)nc2c3ccccc3n(CC(=O)NCCCN3CCCCC3C)n12 (centres undefined)
 : 12% | -1 | 12% | -0.8 | -16% | -8% | -8 | -5% | 0
CCCCOC(=O)C1CCCC(C)N1 (centres undefined)
 : 6% | -3 | 0% | 0.0 | -7% | 5% | -15 | 3% | /
O=[N+]([O-])c1ccccc1S(=O)(=O)Nc1ccc2c(c1)OCCO2
 : -2% | 11 | 6% | 1.5 | 1% | 1% | 2 | 3% | 0
N/C(=N\NC(=O)c1ccc(F)cc1)c1cc2ccccc2oc1=O
 : -4% | -1 | -11% | 1.0 | -19% | 15% | -13 | -35% | -22
O=C(O)Cn1c(SCc2ccccc2)nc2ccccc21
 : 25% | 4 | 21% | 0.5 | -3% | 10% | -53* | -1% | 0
Cc1ccc(NC(=O)C(c2ccccc2)N2CCN(CC(=O)N3CCOCC3)CC2)cc1Cl (centres undefined)
 : -4% | 2 | -14% | 0.0 | -14% | -12% | -14 | -12% | -1
CC1CCN(C(=O)CCc2nnc(-c3ccccc3)o2)CC1
 : 4% | -8 | 25% | -1.6 | -16% | -3% | -13 | 4% | 0
Cc1ccnc(NC(=O)c2cccs2)c1
 : -1% | -11 | -20% | -0.3 | -9% | 0% | -11 | -14% | -12
O=C(Nc1cccnc1)OC1CCCCC1
 : 10% | 4 | 1% | -1.3 | -8% | 14% | 6 | -3% | 1
O=C(Cn1nnc2ccccc21)N/N=C/c1ccco1
 : 5% | 8 | 13% | -0.8 | -5% | 6% | 9 | -4% | 0

(listing goes on)
SMILES	GLP1R ag	D3 ag	GLP-1R inv ag	IL-2 act	PLK1 PBD block	GLP1R cytotox	D3 antag	WRN inhibitor	PI5P4Ka inh
CN(C)S(=O)(=O)NCC1CCCN(Cc2ccc(-c3ccccc3)cc2)C1 (centres undefined)	-1%	-15	?	-0.3	-3%	2%	-8	-9%	0
CC(=O)c1cccc(-c2cnc3c(NC=O)cc(-c4ccccc4Oc4ccccc4)cn23)c1	12%	4	-19%	-0.9	-5%	2%	31	-6%	-13
CCCCNC(=O)CSc1nccn1Cc1ccccc1	1%	-12	-3%	0.8	-6%	0%	12	0%	/
Cc1cccc(C)c1Nc1nnc(SCC(=O)Nc2cc(S(=O)(=O)N3CCCCC3)ccc2Cl)s1	-1%	-1	?	-0.4	-3%	-12%	17	-1%	-10
Cn1c(NCCO)nc2c1c(=O)n(Cc1ccc(F)cc1)c(=O)n2C	1%	-4	45%[activator]	-4.2	4%	-5%	6	13%	-5
COC(=O)C1(CCSC)NC(c2ccco2)C2C(=O)N(C)C(=O)C21 (centres undefined)	6%	-3	6%	-2.2	-7%	-1%	-21	-3%	8
O=C(c1ccco1)n1nc(-c2ccc(Cl)cc2)nc1NCc1ccco1	-5%	4	0%	0.8	-6%	-4%	-21	0%	1
O=C(CCNc1ccc(Cc2ccncc2)cc1)c1cccc([N+](=O)[O-])c1	18%	4	21%	-2.7	?	-5%	-15	-15%	?
Cc1nn(CC(=O)NCc2ccc(Cl)cc2)c(C)c1[N+](=O)[O-]	1%	-2	13%	-2.6	-2%	5%	-17	3%	-5
CCN(CC(=O)Nc1ccc2c(c1)OCCO2)C(=O)c1ccc(Cl)cc1Cl	10%	-5	?	-5.3	-7%	-1%	-15	6%	7
S=c1[nH]nc(-c2ccc(Br)o2)n1Cc1ccccc1	0%	-37	?	-1.2	-24%	2%	-82*	-13%	/
Cc1ccc(C(=O)CSc2nnnn2C(C)C)c(C)c1	-4%	-14	4.5µM*	0.4	-18%	-4%	-13	-2%	-9
Cc1ccccc1CN1CCN(Cc2cc(=O)c3ccccc3[nH]2)CC1CCO (centres undefined)	11%	-21	-14%	0.1	-12%	5%	?	-7%	-1
CN(c1ccccc1C(=O)Nc1ccc2c(c1)OCO2)S(C)(=O)=O	4%	-10	6%	-0.5	-14%	-18%	-8	7%	/
CCCCNC(=O)C1c2ccccc2OCC(=O)N1Cc1ccccc1 (centres undefined)	3%	-5	13%	-0.2	0%	5%	0	-5%	-1
C/C(=N\Nc1ccc2nncn2n1)c1cccs1	5%	7	40%[activator]	-7.0	3%	-4%	6	-15%	4
CCN1CCN(S(=O)(=O)c2ccc(Cl)c(C(=O)N(C)Cc3cccc(Cl)c3Cl)c2)CC1	8%	-5	?	-1.1	-6%	1%	-8	-14%	-6
O=C(CSC(=S)N1CCCCC1)Nc1ncc2c(n1)CCCC2=O	11%	14	8%	-1.6	0%	2%	-9	-26%	4
CC(C)C1Nc2ccc(C(=O)N3CCN(c4ccccn4)CC3)cc2NC1=O (centres undefined)	4%	3	-14%	-1.1	-15%	7%	2	2%	2
CC(C)n1c(NCc2cc(Cl)ccc2O)nc2ccccc21	16%	-1	10µM*	-3.8	-1%	13%	?	-6%	0
CN(Cc1ccccc1)C(=O)CSc1nnc(-c2ccco2)n1-c1ccccc1	-1%	4	?	5.8	-7%	-1%	4	0%	8
Cc1oc(-c2ccccc2)cc1C(=O)Nc1cccc(/C=C/C(=O)O)c1	8%	5	10%	0.9	21µM*	4%	-12	-35%	-19
COc1ccc(-c2nc3ccccc3c(=O)o2)cc1OC	-2%	1	35%	4.0	-4%	-8%	4	-33%	-15
COC(=O)[C@@H](NC(=O)Nc1cccc(OC)c1)C(C)C	-5%	-8	0%	-3.2	-5%	-6%	10	4%	/
Cn1c(=O)c2nc(NCc3ccccc3)cnc2n(C)c1=O	0%	1	-8%	0.0	-9%	/	19	-3%	-3
CC(=O)Nc1ccc(S(=O)(=O)c2ccc(N)cc2)cc1N	2%	5	8%	-2.1	-23%	-24%	19	2%	-5
CCc1ccc(-c2nn(-c3ccc(OC)cc3)c3c2cnc2ccc(OC)cc23)cc1	0%	-2	21%	/	/	4%	/	/	/
